PhoP inhibition = PhoP-dependent GFP reporter repression – Salmonella Typhimurium, primary screen (AID 1863); S. Typhimurium PhoP-regulated promoter GFP reporter, 4 h; higher % means a stronger effect; 300,000 tested, 0.16% active; one-dose inhibition, % at 50 µM; IC50 in µM for titrated hits;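 active = inhibition over 29.93%, a cutoff 3 SD above the screen mean, later confirmed by dose response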;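 also: 0% = low Mg2+ inducing control and 100% = high Mg2+ repressing control; strong numbers were not always called active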
NOD1 NF-kB reporter = inhibition of NOD1-driven NF-kB reporter – cell-based, luminescence, uHTS, primary screen (AID 1578) | inhibition, % at 4 µM; hits with a dose series show EC50 in µM | NOD1-driven NF-kB luciferase reporter cells, luminescence; higher % means a stronger effect | 290,000 tested, 1% active; in the data active = inhibition mostly above about 36%, no sharp cut-off; inactive = mostly below about 34%;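 also: HEK-293T reporter cells stimulated with the NOD1 agonist gamma-tri-DAP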
HIV fusion peptide = inhibitors of HIV fusion peptide binding, primary screen, biochemical, uHTS, fluorescence dequenching (AID 1986); 290,000 tested, 0.3% active; one-dose inhibition, % at 20 µM; IC50 in µM for titrated hits; cell-free peptide binding, fluorescence dequenching, 30 min; higher % means a stronger effect; in the data active = inhibition mostly above about 52%, no sharp cut-off; inactive = mostly below about 76%; also: some results filed as inactive read as strong as hits
NOD2 inhibition = NOD2 signaling inhibitors, cell-based, luminescence, uHTS, HEK293 (AID 1566). HEK293 NOD2/NF-kB luciferase reporter, luminescence; higher % means a stronger effect. inhibition, % at 4 µM; hits with a dose series show EC50 in µM. 290,000 tested, 0.63% active; also: many of its hits are not listed in these tables
Myeloid diff MLP = promotes myeloid progenitor differentiation. ER-HoxA9 myeloid progenitors, lysozyme-GFP differentiation, flow cytometry. AID 624256. 360,000 tested, 1% active. calls only at 10 µM;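 active = normalized GFP-positive differentiation at or above the plate's own cutoff, the solvent-only control mean plus 3 SD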;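 also: cells exposed to compound for four days before flow analysis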
KOR beta-arrestin-1 = KOR agonists, beta-arrestin recruitment, primary screen, cell-based, luminescence, uHTS (AID 1777); KOR beta-arrestin recruitment, luminescence; higher % means a stronger effect; activation, % at 10 µM, or EC50 in µM where a hit was titrated; 280,000 tested, 0.02% active; in the data active = activation above about 50%, passing the limit was not always enough; also: a part of the inactive calls stands beside numbers as strong as those of hits
SIAH1 antagonists = blockers of Siah-1 interaction with plectin peptide – biochemical, fluorescence polarization, rhodamine-plectin, uHTS, primary screen (AID 1817). Siah-1 / rhodamine-plectin peptide fluorescence polarization; higher % means a stronger effect. displacement, % at 20 µM, or IC50 in µM where a hit was titrated. 290,000 tested, 0.02% active;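 active = displacement of at least 50% at 20 µM, with a fluorescence ratio check between 0.3 and a set limit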;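 also: plate controls were Siah plus tracer with DMSO for no effect and tracer alone without Siah for full effect; strong numbers were not always called active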
LYP inhibition = inhibitors of LYP phosphatase, biochemical, fluorescence intensity, uHTS (AID 1779). inhibition, % at 11.5 µM; hits with a dose series show IC50 in µM. 290,000 tested, 0.054% active. recombinant LYP phosphatase, fluorescence intensity; higher % means a stronger effect;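 also: plate controls were vehicle with enzyme for no effect and no enzyme for full effect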
KOR beta-arrestin-2 = kappa opioid receptor blockers – cell-based, luminescence, uHTS (AID 1778). 290,000 tested, 0.091% active. one-dose inhibition, % at 10 µM; IC50 in µM for titrated hits. KOR beta-arrestin recruitment, luminescence, antagonist mode; higher % means a stronger effect; also: strong numbers were not always called active
Myeloid diff MLP GFP+ MAC1+ % = second read-out of Myeloid diff MLP, no call of its own (marks repeat the call); GFP+ MAC1+ double positive, %; measured here: differentiation confirmed by MAC1 staining
Starred values were filed as active, the others as inactive; i = inactive; x = not tested or not shown; [ ] = dose if it differs, or a comment. Rule as the data show it, unless noted: active = inhibition above about 50%; inactive = the rest. This is a subset; count on the stated rates, not on these rows.

SMILES	PhoP inhibition	NOD1 NF-kB reporter	HIV fusion peptide	NOD2 inhibition	Myeloid diff MLP	Myeloid diff MLP GFP+ MAC1+ %	KOR beta-arrestin-1	SIAH1 antagonists	LYP inhibition	KOR beta-arrestin-2
Cc1n(-c2ccccc2)c2ccc(Cl)cc2[n+]1CCO	11%	-24%	-1.5%	20%	i	0.1	-8.9%	4%	-5%	-33%[20 µM]
CCOC(=O)CN1NC2(CCC(C)CC2)NC1=S (stereo not given)	3%	11%	1.2%	10%	i	2.4	-7.3%	3%	-4%	28%
C#CC(=O)N(c1cccc(OC)c1)C(C(=O)NC1CCCC1)c1cccs1 (stereo not given)	13%	22%	-3.3%	25%	x	x	0.9%	0%	-5%	-16%
O=C(OCc1ccccc1)/C(=C/c1ccc(Cl)cc1)NC(=O)c1ccccc1Cl	-2%	-93%	-2.4%	-11%	i	1.3	3.4%	2%	-6%	-4%
C#CCOc1c(Cl)cc(/C=C2/C(=O)ON=C2C)cc1OCC	14%	10%	1.6%	21%	i	0.7	-4.6%	-4%	-9%	-9%
C/C(CC(=O)Nc1ccc(N(C)C)cc1)=N\NC(=O)c1ccc(F)cc1	8%	-13%	1.3%	3%	i	0.2	1.2%	0%	-2%	-52%[20 µM]
CCCC(=O)OCCNc1cc(SCc2ccco2)c2nonc2c1[N+](=O)[O-]	20%	4%	47%	2%	i	1.6	-2.3%	32%	6%	9%
O=C(NC1CCCCC1)N1CCC(n2cnc3ccccc32)CC1	-2%	-4%	-2.5%	-1%	i	0.8	2.0%	0%	-6%	-25%
Cc1ccc(OC(=O)NC2CCS(=O)(=O)C2)cc1C (stereo not given)	22%	-20%	-0.6%	-2%	i	0.5	-4.4%	3%	0%	-1%
O=C(NC(NC(=S)Nc1c(Cl)cccc1Cl)C(Cl)(Cl)Cl)OCc1ccccc1 (stereo not given)	-21%	-12%	-0.3%	-58%	i	0.2	6.6%	-2%	0%	3.5µM*
COC(=O)c1scc(C)c1NC(=O)Nc1ccccc1	-3%	-9%	0.4%	17%	i	0.9	-0.6%	1%	-8%	3%
CCOC(=O)NC(O)C(=O)c1cccs1 (stereo not given)	3%	-4%	3.3%	-4%	i	1.4	4.5%	2%	0%	-16%
COc1ccc2oc(N)c(C=O)c(=O)c2c1	-3%	-17%	-0.2%	2%	i	0.9	2.8%	5%	-4%	10%
COC(=O)c1scc(C)c1NC(=O)c1cccc(C#N)c1	-1%	-5%	-1.7%	6%	i	0.5	-26%	5%	-8%	30%
CCC1(C)OC(=O)N2CCc3c(C)[nH]c4c(C)ccc(c34)C21C (stereo not given)	10%	-14%	-1.4%	-11%	i	2.3	-3.4%	0%	0%	31%
Cc1onc(-c2ccccc2)c1C(=O)NNC(=S)NC(=O)c1ccc2c(c1)OCO2	1%	1%	1.3%	23%	i	0.3	-2.2%	-8%	-3%	33%
O=C(NCc1ccccc1)c1cc(S(=O)(=O)N2CCCCC2)ccc1N1CCOCC1	-7%	-30%	-0.2%	10%	i	0.4	-2.3%	-2%	-5%	-27%
N#C/C(=C(/O)c1ccc([N+](=O)[O-])cc1)c1nnc2n1CCCCC2	1%	2%	-1.8%	12%	i	0.2	-2.2%	-8%	-2%	33%
CCn1c(=O)c2c3c(sc2n2cnnc12)CCC3	2%	-7%	-17%	7%	i	0.9	12%	-1%	-3%	33%
NC(=O)Nc1cccc2ccccc12	4%	-16%	0.2%	4%	i	0.0	12%	20%	1%	10%
Cc1ccc(S(=O)(=O)N2CCCCC2)cc1C(=O)c1nccn1C	-3%	11%	-1.3%	7%	i	6.8	4.3%	0%	-5%	29%
Cc1ccc([N+](=O)[O-])cc1NC(=O)c1c(-c2ccccc2)noc1C	-2%	-19%	1.7%	3%	i	0.8	0.6%	4%	-5%	11%
c1ccc2[nH]c(CN3CCCCC3)nc2c1	-5%	10%	-0.1%	10%	i	7.4	-2.2%	-1%	-7%	14%
Cc1c(C(=O)O)c(=S)sn1CCOc1ccccc1	-5%	-23%	1.4%	4%	i	0.6	-2.3%	3%	-2%	7%
Cc1ccc(C(=O)Nn2c(N)c(S(=O)(=O)c3ccc(C)cc3)c3nc4ccccc4nc32)cc1	8%	5%	38%	11%	i	1.3	-2.4%	-5%	-12%	-6%
Cc1c(Cl)cnc(NC(=O)COC(=O)c2ccc(S(=O)(=O)NCc3ccco3)cc2)c1Cl	-4%	-5%	22%	1%	i	2.2	-2.8%	2%	0%	32%
COc1cc(/C=C/C(=O)O)cc(OC)c1	-1%	44%	1.2%	7%	i	1.6	-1.8%	-4%	-16%	-15%[20 µM]
Clc1ccc(-c2nc3ccccn3c2CN2CCCCC2)cc1	2%	-46%	-1.1%	-10%	i	0.2	-2.1%	3%	-4%	-11%
Cc1cccc(OCC(=O)NCC(=O)n2nc(C)cc2C)c1	10%	-8%	1.8%	5%	i	1.2	-2.1%	4%	-6%	-11%
COc1cc(CCC(=O)OCC(=O)N(CCC#N)c2ccccc2)cc(OC)c1OC	-10%	14%	2.6%	24%	i	1.6	3.9%	0%	2%	-50%

Quoted at random: three entries already listed
SMILES	PhoP inhibition	NOD1 NF-kB reporter	HIV fusion peptide	NOD2 inhibition	Myeloid diff MLP	Myeloid diff MLP GFP+ MAC1+ %	KOR beta-arrestin-1	SIAH1 antagonists	LYP inhibition	KOR beta-arrestin-2
Cc1c(C(=O)O)c(=S)sn1CCOc1ccccc1	-5%	-23%	1.4%	4%	i	0.6	-2.3%	3%	-2%	7%
c1ccc2[nH]c(CN3CCCCC3)nc2c1	-5%	10%	-0.1%	10%	i	7.4	-2.2%	-1%	-7%	14%
CCn1c(=O)c2c3c(sc2n2cnnc12)CCC3	2%	-7%	-17%	7%	i	0.9	12%	-1%	-3%	33%

The list goes on.
SMILES	PhoP inhibition	NOD1 NF-kB reporter	HIV fusion peptide	NOD2 inhibition	Myeloid diff MLP	Myeloid diff MLP GFP+ MAC1+ %	KOR beta-arrestin-1	SIAH1 antagonists	LYP inhibition	KOR beta-arrestin-2
CCc1ccc(Nc2c([N+](=O)[O-])c(=O)oc3ccccc23)cc1	-7%	14%	-0.3%	22%	i	0.3	0.7%	11%	0%	-10%
Cn1c(CN2CCN(CC#N)CC2)c(C#N)c2ccccc21	10%	-23%	2.3%	14%	i	1.4	-1.8%	1%	-2%	-42%
Cc1ccccc1NC(=S)Nc1ccc2[nH]c(=O)[nH]c2c1	-10%	-11%	-0.1%	8%	i	0.8	5.7%	12%	-2%	5%
COc1cccc(C(C)NC(=O)Nc2ccccc2Cl)c1 (stereo not given)	-8%	x	-2.0%	x	i	0.1	5.7%	-2%	-2%	-27%[20 µM]
CCc1c(C)nc(SCC(=O)N2CCN(c3ccccc3)CC2)[nH]c1=O	-1%	-14%	-0.7%	6%	i	0.4	-2.8%	0%	-6%	-4%
CC1CCC(=O)N(CCOc2ccccc2)CC1 (stereo not given)	x	43%	-2.9%	-18%	i	1.3	-0.7%	-2%	-9%	-23%[20 µM]
COC(=O)c1sccc1NC(=O)c1ccc(Br)s1	6%	-71%	-0.2%	6%	i	8.3	5.9%	-2%	0%	-19%
O=C(CCN1CCN(S(=O)(=O)c2ccc(Br)cc2)CC1)Nc1ccccc1F	3%	-39%	-0.8%	-23%	i	0.9	3.0%	2%	-6%	-5%
CCC(C)(C)NC(=O)C(c1cccn1C)N(C(=O)Cn1nnc2ccccc21)c1ccccc1OC (stereo not given)	1%	4%	0.5%	1%	i	0.5	1.8%	-1%	4%	19%
O=C(c1cccn2c(=O)c3ccccc3nc12)N1CCN(Cc2ccc3c(c2)OCO3)CC1	7%	-24%	-0.9%	-1%	i	0.8	-2.6%	-1%	-3%	5%
c1cnc(N2CCN(Cc3ccc4c(c3)OCO4)CC2)cn1	-3%	-23%	-3.2%	3%	x	x	-1.7%	-3%	-1%	6%
Cc1ccc(Cc2nc(-c3cccnc3)no2)cc1	1%	-1%	1.4%	-10%	i	0.2	2.8%	-5%	-6%	-34%
CCN1CCc2nc(NC(=O)CC(c3ccccc3)c3ccccc3)sc2C1	-12%	-19%	0.3%	17%	i	0.7	0.5%	1%	6%	3%
O=C(CCCCCCN1C(=O)c2ccccc2C1=O)NC1CCCCC1	-1%	-12%	0.5%	8%	i	1.4	-0.7%	1%	-10%	-44%
COc1cc(OC)c(NC(=O)c2ccc(Br)o2)cc1Cl	1%	18%	2.4%	28%	i	0.7	3.3%	-1%	-7%	-6%
O=S(=O)(Nc1ccc(S(=O)(=O)Nc2ncccn2)cc1)c1ccc(Cl)cc1	-5%	-1%	3.5%	14%	i	3.7	-3.8%	4%	-7%	-5%
Cc1oc2cc(OC(C)C(=O)O)ccc2c(=O)c1Oc1ccccc1 (stereo not given)	7%	-7%	1.8%	3%	i	1.3	1.0%	2%	0%	-13%
Cc1[nH]n(-c2ccc([N+](=O)[O-])cc2)c(=O)c1C=NCCc1ccc(S(N)(=O)=O)cc1	-1%	-25%	-2.7%	10%	i	0.2	0.6%	10%	-5%	-7%
COc1cccc(NC(=O)C(OC(=O)c2ccc([N+](=O)[O-])o2)c2ccccc2)c1 (stereo not given)	6%	-43%	0.5%	-1%	i	0.6	1.5%	0%	6%	-31%
CCOC(=O)c1c(S(=O)(=O)NCC(=O)Nc2ccccc2F)c(C)n(C)c1C	-1%	2%	-0.4%	-10%	i	0.5	-3.0%	-4%	-8%	-12%
CCO/N=C(\C)c1c(O)c(CC)c(-c2ccccc2)n(-c2ccccc2)c1=O	0%	-41%	-2.3%	4%	i	2.3	-2.5%	1%	0%	-54%
Cc1nc2ccc(NC(=O)Cc3ccsc3)cc2s1	-14%	-71%	-1.0%	-52%	i	0.7	3.0%	-1%	0%	-17%
COC(=O)Cn1c(=O)c2c(nc3n2CC(C)CN3CCc2ccccc2)n(C)c1=O (stereo not given)	x	-7%	0.1%	18%	i	0.5	0.3%	7%	-3%	13%
COc1ccc(CNC(=O)c2ccc(N3CCOCC3)c([N+](=O)[O-])c2)cc1	-3%	-34%	-1.8%	5%	i	0.6	-3.2%	7%	1%	18%
CCc1ccc(-c2nnn(Cc3nc4ccccc4s3)n2)cc1	15%	-61%	-0.8%	-41%	i	0.4	27%	-3%	1%	0%
Cn1cnnc1-c1cccc(NC(=O)c2cc(F)c(F)cc2Cl)c1	8%	-17%	0.8%	24%	i	0.5	-2.4%	4%	-9%	-2%[20 µM]
Cc1nn(CCC(=O)NCc2ccc(OC(C)C)cc2)c(=O)c2nn(-c3ccccc3)c(C)c12	-8%	-20%	1.9%	14%	i	0.3	0.5%	12%	-6%	-9%
O=C(CC(C(=O)O)c1ccc(Cl)cc1)c1ccc(Br)cc1 (stereo not given)	-3%	21%	3.5%	0%	i	0.4	7.3%	-7%	-5%	-23%
Cc1nc2c(c(=O)n1Cc1ccco1)c1nc3ccccc3nc1n2Cc1ccccc1	x	2%	28%	-43%	x	x	-4.8%	3%	9%	36%
CC(OC(=O)C1=COCCO1)C(=O)Nc1ccccc1C#N (stereo not given)	8%	-18%	0.1%	0%	i	0.9	-11%	13%	-6%	-15%
Cn1c2ccccc2c2nnc(SCC(=O)Nc3ccccc3F)nc21	-6%	-18%	-1.1%	4%	i	0.8	-3.8%	4%	-1%	-23%[20 µM]
